hERG rescue: hERG rescue from dofetilide block, primary screen, cell-based, CHO-hERG, FluxOR thallium flux, dofetilide IC70; Voltage-gated inwardly rectifying potassium channel KCNH2 (Homo sapiens), Q12809; dofetilide IC70 present; activation (rescue from dofetilide block), less the hit threshold, % at 10 µM; 0.51% of 310,000 active; AID 1511, 2009;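 active = activation above the mean of controls blocked by dofetilide plus 5 SD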;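 note: thallium influx through hERG after potassium depolarization seen as dye fluorescence rise; in these data hits start at about 4.7%; inactives centre near -7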
KCNQ1 block: inhibitors of human KCNQ1 channel, primary screen, cell-based, thallium flux, high-throughput | Potassium voltage-gated channel subfamily KQT member 1 (Homo sapiens), P51787 | CHO-K1 KCNQ1, FluxOR thallium flux fluorescence; stronger effect = higher value | B-score at 10 µM | 1.3% of 310,000 active | AID 2642, 2010;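 active = compounds whose thallium flux B-score, printed positive for inhibition, exceeds three library SD while starting fluorescence stays within three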;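 note: channel opened by potassium depolarization with thallium stimulus after 20 min compound exposure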
TRPC4 potent: positive allosteric modulators of TRPC4, primary screen, cell-based, mouse TRPC4beta, HEK293 mu-opioid, Fluo-4 calcium | Short transient receptor potential channel 4 (Mus musculus), Q9QUQ5 | DAMGO EC20, Fluo-4 Ca2+ flux; stronger effect = higher value | B-score at 10 µM | 0.42% of 310,000 active;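 active = B-score of calcium response area above 5 SD of library B-scores, with initial fluorescence ratio within 5 SD of library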;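 note: B-score of integrated fluorescence ratio over time as area under calcium response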
Target sequence (Q9QUQ5 whole entry, looked up): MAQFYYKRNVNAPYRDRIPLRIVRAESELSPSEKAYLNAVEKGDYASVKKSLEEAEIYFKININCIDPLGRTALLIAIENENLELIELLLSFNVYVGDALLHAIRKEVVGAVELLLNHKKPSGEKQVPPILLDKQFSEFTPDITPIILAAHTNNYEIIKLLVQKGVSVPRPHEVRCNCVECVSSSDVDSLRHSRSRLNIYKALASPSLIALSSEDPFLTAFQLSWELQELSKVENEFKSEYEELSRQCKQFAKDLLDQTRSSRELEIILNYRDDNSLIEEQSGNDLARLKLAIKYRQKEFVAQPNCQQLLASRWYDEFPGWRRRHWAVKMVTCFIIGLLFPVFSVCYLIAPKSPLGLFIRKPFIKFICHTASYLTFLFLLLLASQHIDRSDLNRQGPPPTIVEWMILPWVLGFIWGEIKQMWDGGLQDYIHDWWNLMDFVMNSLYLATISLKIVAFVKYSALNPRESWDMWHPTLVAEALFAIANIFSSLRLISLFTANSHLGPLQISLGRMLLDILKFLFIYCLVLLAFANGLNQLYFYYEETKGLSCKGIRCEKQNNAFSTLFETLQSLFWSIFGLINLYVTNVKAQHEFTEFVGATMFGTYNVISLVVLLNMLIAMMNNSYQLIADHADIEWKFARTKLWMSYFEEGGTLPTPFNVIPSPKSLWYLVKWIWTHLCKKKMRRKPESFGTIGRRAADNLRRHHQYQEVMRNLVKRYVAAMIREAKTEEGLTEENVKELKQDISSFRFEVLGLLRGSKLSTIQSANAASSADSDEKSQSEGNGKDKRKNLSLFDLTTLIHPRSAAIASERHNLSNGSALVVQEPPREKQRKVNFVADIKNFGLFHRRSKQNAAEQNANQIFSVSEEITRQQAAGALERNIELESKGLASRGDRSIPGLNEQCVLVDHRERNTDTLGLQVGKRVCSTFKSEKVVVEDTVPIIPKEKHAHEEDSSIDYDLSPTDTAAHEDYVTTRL
TRPC4 block: inhibitors of mouse TRPC4 channel, primary screen, Fluo4 calcium, HEK293 TRPC4beta/mu-opioid cells. Short transient receptor potential channel 4 (Mus musculus), Q9QUQ5. DAMGO-evoked Fluo4 calcium flux; stronger effect = lower value. B-score at 10 µM. 0.39% of 300,000 active. AID 2247, 2010;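 active = B-score over 3 SD under the library average, no early fluorescence shift, positive overall ratio signal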
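Assay system – HEK293 line stably carrying TRPC4beta and mu-opioid receptor · Doses – single dose · Detection – Fluo4 calcium-dye fluorescence, kinetic read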
Platelet DG rel: inhibitors of platelet dense granule secretion, primary screen, cell-based, MLPCN, human platelets. human platelet-rich plasma, SFLLRN dense granule ATP release, luminescence. inhibition, %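 (compounds screened at 7.5 µM in platelet-rich plasma)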. 0.22% of 300,000 active. AID 1663, 2009;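 active = mean replicate score, as percent of positive control, at or above 50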
KCNK3 block: human KCNK3 channel inhibitors, primary screen, CHO cells, FluxOR thallium flux, B-score | Potassium channel subfamily K member 3 (Homo sapiens), O14649 | FluxOR fluorescence; stronger effect = lower value | B-score at 10 µM | 0.84% of 340,000 active;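 active = B-score under library mean minus 4 SD, starting fluorescence ratio at most library mean plus 5 SD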;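 note: more negative B-score means stronger inhibition of thallium flux through KCNK3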
KCNK9 block: KCNK9 potassium channel inhibitors, primary screen, HEK293 cells, thallium flux. FluxOR thallium flux fluorescence; stronger effect = lower value. 1.2% of 310,000 active. B-score at 10 µM. AID 488922, 2010;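 active = ratio B-score over 3 SD below the library mean, with starting fluorescence within 5 SD of its mean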;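 note: negative B-score means less thallium flux so channel inhibition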
KCNQ1 act: potentiators or activators of KCNQ1 channel, primary screen, cell-based, thallium flux, high-throughput; Potassium voltage-gated channel subfamily KQT member 1 (Homo sapiens), P51787; CHO-K1 KCNQ1, thallium flux FluxOR fluorescence; stronger effect = higher value; 0.35% of 310,000 active; B-score at 10 µM;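 active = fluorescence ratio B-score, a plate-corrected score, at least three library SD, with initial intensity B-score within 5 SD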
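Assay system: CHO-K1 cells stably expressing KCNQ1; Medium: assay buffer with matched DMSO; Also added: K+/Tl+ depolarizing stimulus; Dosing: single dose; Timing: dye 90 min, compound 20 min, room temperature; Measured by: kinetic FluxOR thallium fluorescence, 10-s 1-Hz baseline, 110-s post-stimulus read; Read-out: peak-minus-minimum fluorescence over initial fluorescence, negative-control normalized, B-scored.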
TRPC4 act: activators of mouse TRPC4 channel, primary screen, Fluo4 calcium, HEK293 TRPC4beta/mu-opioid cells | Fluo4 calcium fluorescence; stronger effect = higher value | AID 2237, 2010 | 0.49% of 310,000 active | B-score at 10 µM | Short transient receptor potential channel 4 (Mus musculus), Q9QUQ5;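 active = B-score above 5 SD of library B-scores, and initial fluorescence ratio not above library mean plus 5 SD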;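 note: positive B-score marks a calcium rise read as TRPC4 activation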
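Assay system: HEK293 stable line with TRPC4beta plus mu-opioid receptor; schedule: 45 min room-temperature Fluo4 loading, 110 s read; technique: kinetic Fluo4 calcium fluorescence; evaluation: integrated baseline-normalised fluorescence ratio, converted to per-well B score; controls: buffer (low) and maximal DAMGO (high)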
Dyrk1A ADPGlo: rat Dyrk1A kinase inhibitors, primary screen, biochemical, single point, plate reader | ADP-Glo luminescence, NFATc1 peptide | inhibition, % at 12.5 µM | 0.43% of 310,000 active; in the data active = inhibition above about 50%;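 note: plate controls were vehicle with enzyme for no effect and no enzyme for full effect; many of its hits are not listed in these tables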
PolyA inhibitor: polyadenylation inhibitors in yeast reporter cells, primary screen, luminescence, S. cerevisiae. S. cerevisiae SKY197-pL101 polyadenylation reporter, beta-gal luminescence; efflux-impaired pdr1/pdr3 knockout yeast; score 100 = 6 SD above DMSO. calls only at 12 µM. 0.02% of 300,000 active;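 active = lowest replicate activity score at least 50, where 100 means six control SD above control mean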;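 note: yeast exposed to compound for 9 h at 30 °C; higher score means more reporter readthrough which indicates perturbed polyadenylation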
* = called active by the depositor; i = inactive; nt = not tested or not shown.

Short keys: A = hERG rescue; B = KCNQ1 block; C = TRPC4 potent; D = TRPC4 block; E = Platelet DG rel; F = KCNK3 block; G = KCNK9 block; H = KCNQ1 act; I = TRPC4 act; J = Dyrk1A ADPGlo; K = PolyA inhibitor
O=C(c1ccc2nc(Cc3cccc(Cl)c3)oc2c1)N1CCC(CO)CC1
  A: -6.4; B: i; C: i; D: i; E: -1.3; F: i; G: i; H: i; I: i; J: -2.1; K: i

CC(C)OCCCNC(=O)C(C)Oc1ccccc1 (configuration not stated)
  A: -12.1; B: i; C: i; D: i; E: -2.9; F: i; G: i; H: i; I: i; J: -1.3; K: i

Cc1ccc(-n2c(N)c(C#N)c(-c3ccccc3)c(C#N)c2=O)cc1
  A: -12.6; B: i; C: i; D: i; E: 87.5*; F: i; G: i; H: i; I: i; J: -0.7; K: i

CN(C)CC1CCCCC1OC(=O)c1ccc(S(=O)(=O)N(C)c2ccccc2)cc1 (configuration not stated)
  A: -9.2; B: i; C: i; D: i; E: 1.0; F: i; G: i; H: i; I: i; J: -3.7; K: i

O=C(COc1ncnc2ccc(Br)cc12)N1CCOCC1
  A: 0.5; B: i; C: i; D: i; E: 10.2; F: i; G: i; H: i; I: i; J: -1.5; K: i

COc1ccccc1NC(=O)CSc1nc2ccccc2n1C(C)=O
  A: -9.9; B: i; C: i; D: i; E: -5.2; F: i; G: i; H: i; I: i; J: -2.5; K: i

O=C(O)c1cc2ccccc2c2cc(Br)ccc12
  A: -8.8; B: i; C: i; D: i; E: 1.9; F: i; G: i; H: i; I: i; J: 69.0*; K: i

Cn1c(-c2cccc3ccccc23)n[nH]c1=S
  A: -11.7; B: i; C: i; D: i; E: 5.7; F: i; G: i; H: i; I: 102*; J: nt; K: i

CN(c1ccccc1)S(=O)(=O)c1ccc2[nH]c(=O)[nH]c2c1
  A: -4.4; B: i; C: i; D: i; E: -1.0; F: i; G: i; H: i; I: i; J: -0.1; K: i

CCOc1ccc(N2CC(C(=O)NCCN3C(=O)S/C(=C\c4cccnc4)C3=O)CC2=O)cc1 (configuration not stated)
  A: 0.3; B: i; C: i; D: i; E: 8.4; F: i; G: i; H: i; I: i; J: nt; K: i

CCOC(=O)Cc1cc(OC)c(OC)cc1Cc1cc(OC)c(OC)cc1CC(=O)OCC
  A: 3.5; B: i; C: i; D: i; E: 1.6; F: i; G: i; H: i; I: i; J: 5.2; K: i

O=C(CCCCCBr)N1CCC(CC2CC(c3ccc(Cl)cc3)=NO2)(C(=O)NCC2CCCCC2)CC1 (configuration not stated)
  A: -11.6; B: i; C: i; D: i; E: 2.1; F: i; G: i; H: i; I: i; J: 9.4; K: i

O=C(OCCCN=C1NS(=O)(=O)c2ccccc21)c1cccs1
  A: -2.6; B: i; C: i; D: i; E: 6.4; F: i; G: i; H: i; I: i; J: -0.9; K: i

CC(C)C(=O)Nc1ccc(N2CCN(S(C)(=O)=O)CC2)cc1
  A: 0.3; B: i; C: i; D: i; E: 0.7; F: i; G: i; H: i; I: i; J: -5.4; K: i

Cc1nnc(SC2CC(=O)N(c3ccccc3)C2=O)s1 (configuration not stated)
  A: -1.8; B: i; C: i; D: i; E: 4.2; F: i; G: i; H: i; I: i; J: 3.1; K: i

Next section, overlapping the part above by two compounds.
Short keys: A = hERG rescue; B = KCNQ1 block; C = TRPC4 potent; D = TRPC4 block; E = Platelet DG rel; F = KCNK3 block; G = KCNK9 block; H = KCNQ1 act; I = TRPC4 act; J = Dyrk1A ADPGlo; K = PolyA inhibitor
CC(C)C(=O)Nc1ccc(N2CCN(S(C)(=O)=O)CC2)cc1
  A: 0.3; B: i; C: i; D: i; E: 0.7; F: i; G: i; H: i; I: i; J: -5.4; K: i

Cc1nnc(SC2CC(=O)N(c3ccccc3)C2=O)s1 (configuration not stated)
  A: -1.8; B: i; C: i; D: i; E: 4.2; F: i; G: i; H: i; I: i; J: 3.1; K: i

CCSc1nnc(NC(=O)c2cc(-c3ccc(C)c(C)c3O)n[nH]2)s1
  A: -6.6; B: i; C: i; D: i; E: 6.5; F: i; G: i; H: i; I: i; J: 1.0; K: i

CC(C)NC(=S)N1CCn2c(nc3ccccc32)C1
  A: -13.4; B: i; C: i; D: i; E: -6.6; F: i; G: i; H: i; I: i; J: 6.0; K: i

CCOc1ccccc1NC(=O)Nc1ccc(Br)cn1
  A: -3.5; B: i; C: i; D: i; E: -7.4; F: i; G: i; H: i; I: i; J: -0.4; K: i

Cc1cc(NC(=O)c2ccco2)ccc1NC(=O)Cc1cccs1
  A: 0.0; B: i; C: i; D: nt; E: -14.7; F: i; G: i; H: i; I: i; J: 10.4; K: i

COc1ccc(C(=O)NCC(=O)NCC(=O)OCc2ccc(Cl)cc2)cc1
  A: -3.9; B: i; C: i; D: i; E: 0.0; F: i; G: i; H: i; I: i; J: -2.6; K: i

COc1ccccc1N(CC(=O)N1CCN(c2ccc(F)cc2)CC1)S(=O)(=O)c1ccc(C)cc1
  A: -12.9; B: i; C: i; D: i; E: 4.9; F: i; G: i; H: i; I: i; J: -2.9; K: i

C/C(=N\NC(=O)Cc1ccc([N+](=O)[O-])cc1)c1cccnc1
  A: -4.4; B: i; C: i; D: i; E: 4.9; F: i; G: i; H: i; I: i; J: 2.6; K: i

Molecules from the list above that contain a halogen, in the order listed:
Short keys: A = hERG rescue; B = KCNQ1 block; C = TRPC4 potent; D = TRPC4 block; E = Platelet DG rel; F = KCNK3 block; G = KCNK9 block; H = KCNQ1 act; I = TRPC4 act; J = Dyrk1A ADPGlo; K = PolyA inhibitor
O=C(c1ccc2nc(Cc3cccc(Cl)c3)oc2c1)N1CCC(CO)CC1
  A: -6.4; B: i; C: i; D: i; E: -1.3; F: i; G: i; H: i; I: i; J: -2.1; K: i

O=C(COc1ncnc2ccc(Br)cc12)N1CCOCC1
  A: 0.5; B: i; C: i; D: i; E: 10.2; F: i; G: i; H: i; I: i; J: -1.5; K: i

O=C(O)c1cc2ccccc2c2cc(Br)ccc12
  A: -8.8; B: i; C: i; D: i; E: 1.9; F: i; G: i; H: i; I: i; J: 69.0*; K: i

O=C(CCCCCBr)N1CCC(CC2CC(c3ccc(Cl)cc3)=NO2)(C(=O)NCC2CCCCC2)CC1 (configuration not stated)
  A: -11.6; B: i; C: i; D: i; E: 2.1; F: i; G: i; H: i; I: i; J: 9.4; K: i

CCOc1ccccc1NC(=O)Nc1ccc(Br)cn1
  A: -3.5; B: i; C: i; D: i; E: -7.4; F: i; G: i; H: i; I: i; J: -0.4; K: i

COc1ccc(C(=O)NCC(=O)NCC(=O)OCc2ccc(Cl)cc2)cc1
  A: -3.9; B: i; C: i; D: i; E: 0.0; F: i; G: i; H: i; I: i; J: -2.6; K: i

COc1ccccc1N(CC(=O)N1CCN(c2ccc(F)cc2)CC1)S(=O)(=O)c1ccc(C)cc1
  A: -12.9; B: i; C: i; D: i; E: 4.9; F: i; G: i; H: i; I: i; J: -2.9; K: i

From PubChem

A portion of the library, so the mix of outcomes need not match the whole.
